Source: PubChem BioAssay
human PMI inhibitors = MPI inhibition at elevated mannose 6-phosphate – biochemical, fluorescence intensity, high mannose 6-phosphate, primary screen (AID 1220); one-dose inhibition, % at 20 µM; IC50 in µM for titrated hits; recombinant PMI enzyme, coupled fluorescence intensity; higher % means a stronger effect; actives 0.66% (n = 190,000)
Autophagy mod = modulators of autophagy; actives 0.98% (n = 190,000); MEF GFP-LC3 puncta imaging; test concentration mostly 10 µM; calls only at 10 µM (by protocol);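 active means percentage of spot-positive cells more than 3 SD above its plate mean, without a fluorescence outlier flag or 80% toxicity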;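 further: spot-positive cell cutoff set from DMSO-treated cells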
human PMI inhibition = MPI enzyme activity inhibition – biochemical, fluorescence intensity, coupled assay, primary screen (AID 1209); purified PMI enzyme, coupled fluorescence intensity; higher % means a stronger effect; actives 0.42% (n = 190,000); inhibition, % at 20 µM; hits with a dose series show IC50 in µM;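 further: plate controls were DMSO vehicle for no effect and wells lacking substrate for full effect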
Yfh1-depleted yeast = enhancers of respiration in Yfh1-depleted yeast, dose response, Friedreich's ataxia, plus single-dose screen (AID 1465) | one-dose fold induction at 50 µM; EC50 in µM for titrated hits | actives 0.074% (n = 220,000) | S. cerevisiae Yfh1-off respiration, WST-1 reduction, 72 h; higher fold induction means a stronger effect;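 active means fold induction of absorbance versus untreated yeast above a set limit, then at least 30% activation at any dose in follow-up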;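 further: activators that raise dye reduction in frataxin-depleted yeast; strong numbers were not always called active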
Insulin prom up = MIN6 insulin promoter up-regulation; MIN6 insulin promoter-GFP reporter, high-content imaging; stronger effect = higher value; z-score at 5 µM; actives 0.3% (n = 190,000); AID 1625;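 active means z-score above 3 at 5 µM with at least 500 cells counted in the well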
Dynein transport = dynein cargo transport inhibition; z-score, hits read low; 3617.4 mouse cells, GR-EGFP nuclear translocation imaging; test concentration mostly 20 µM; stimulated with dexamethasone, 1 µM; stronger effect = lower value; actives 0.47% (n = 220,000); AID 1381;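 active means plate z-score of nuclear minus cytoplasmic receptor signal below a set negative limit, without overly bright fluorescence or cell loss, cut at about -3.5 in these data, passing the limit was not always enough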;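 further: z-score of nuclear minus cytoplasmic ring GR-EGFP intensity difference per well; some compounds called inactive have numbers as strong as hits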
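Also added: dexamethasone, 1.0 µM final. Medium: tet-free, stripped-serum medium. Detection: fixed, Hoechst-stained cells imaged at 10x for EGFP. Read-out: nuclear-to-cytoplasmic GR-EGFP distribution per well. Times: induction 48 h, compound 1 h, agonist 30 min.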
MT stabilizer = microtubule stabilization, imaging screen | HeLa tubulin immunostaining HCS, 24 h; share of cells brighter than vehicle mean+2SD | % tubulin-high responders, % at 10 µM | actives 0.83% (n = 200,000);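 active means plate Z-score above 3 for both tubulin-high and condensed-nucleus cell shares, with cell loss under 80%, at 10 µM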;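 further: anti alpha tubulin signal scored within the nucleus-defined area of each cell; some results filed as inactive read as strong as hits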
bCat nuc transl = alters nuclear translocation of beta-catenin in HeLa cells; immunofluorescence imaging; nuclear translocation activity, % at 5 µM; actives 0.3% (n = 190,000); AID 1665;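 active means nuclear translocation activity above 50% at 5 µM, with a well cell count of 50 or more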;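 further: per-cell ratio of nuclear to cytoplasmic median beta-catenin stain intensity; plate controls were DMSO negative control for no effect and GSK-3 inhibitor IX positive control for full effect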
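Read-out: Nuclear/cytoplasmic beta-catenin signal ratio, % activation | Assay system: Human HeLa cell line | Times: 24 h compound exposure at 37°C, 5% CO2 | Signal: Fluorescence imaging of beta-catenin antibody stain plus DAPI | Dosing: 5 µM primary, 0.02–20 µM confirmation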
WT yeast gro inh = growth inhibition of WT yeast, mitochondrial fusion screen | AID 1362 | mitochondrial fusion phenotypic screen, WT strain | inhibition, % at 10 µM | actives 2.1% (n = 190,000); in the data active means inhibition above about 58%; tested in S. cerevisiae
WT yeast gro inh mutant strain = recorded beside WT yeast gro inh, whose call it bears; inhibition, %; mitochondrial fusion phenotypic screen, mutant strain inhibition
Dynein transport cytoplasmic EGFP = further read-out of Dynein transport, marked with its call; z-score; measured here: cytoplasmic GR-EGFP intensity; stronger effect = higher value
Dynein transport nuclear GR-EGFP = second read-out of Dynein transport, no call of its own (marks repeat the call); z-score; measured here: nuclear GR-EGFP intensity;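 lower value marks the stronger effect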
Dynein transport cell count = recorded beside Dynein transport, whose call it bears; z-score; measured here: cell count per field
Insulin prom up cell count = further read-out of Insulin prom up, marked with its call; cell count; measured here: cytotoxicity, nuclei count;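 total cells summed across four imaged fields per well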
bCat nuc transl cell count 5 µM = also measured in bCat nuc transl; calls as there; cell count; measured here: cell count, cytotoxicity flag
MT stabilizer Hoechst-high % = further read-out of MT stabilizer, marked with its call; % Hoechst-high responders; measured here: nuclear condensation Hoechst responders;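 share of cells brighter than vehicle mean plus two SD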
MT stabilizer cytotoxicity % = second read-out of MT stabilizer, no call of its own (marks repeat the call); toxicity, %; measured here: cytotoxicity by cell density;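 0% = mean cell density of plate MIN control wells and 100% = no cells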
Autophagy mod cell loss 18 h = also measured in Autophagy mod; calls as there; toxicity, %; measured here: cell loss, nuclei count;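 cell loss after 18 h compound exposure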
An asterisk follows results filed as active; i = inactive; . = no result given. Unless noted, no stated cut-off is given here; in the data, active means inhibition above about 50%; inactive means the rest.

Under each structure – Dynein transport cytoplasmic EGFP, human PMI inhibition, bCat nuc transl, Insulin prom up, MT stabilizer Hoechst-high %, Dynein transport cell count, WT yeast gro inh mutant strain, Autophagy mod, MT stabilizer cytotoxicity %, Dynein transport, Autophagy mod cell loss 18 h, MT stabilizer, WT yeast gro inh, Insulin prom up cell count, Dynein transport nuclear GR-EGFP, Yfh1-depleted yeast, human PMI inhibitors, bCat nuc transl cell count 5 µM
- CCN(C(=O)C(C)OC(=O)C1C(C(=O)OC)=C(C)NC(C)=C1C(=O)OC)c1ccccc1 (stereo unspecified)
 : -0.322, 6.9%, -0.7, -1.68, 2.6, -0.831, -2.3, i, 7.7, 0.759, 9.8, 2.7, -10.9, 1345, 0.304, i, -6.3%, 1117
- N/C(Cn1cncn1)=N\NC(=O)C(=O)Nc1ccc(Cl)cc1Cl
 : -0.348, 6.1%, -5.6, -0.52, 3.5, -0.405, 0.8, i, 6.9, 0.621, -3.1, 2.4, -2.3, 1470, 0.971, i, 6.2%, 1127
- Cc1cc2c(cc1[N+](=O)[O-])NC(CNC(C)C)CC2 (stereo unspecified)
 : -0.252, ., -0.8, -0.23, ., 0.0392, ., ., ., -0.721, ., ., ., 956, 0.0786, i, ., 1347
- O=C(O)C(=O)/C(=C\c1ccc(Cl)cc1)c1ccc2ccccc2n1
 : -0.293, -4.9%, -1.4, 0.36, 2.9, 0.228, 3.7, i, 10.2, 0.292, -9.8, 3.4, -8.2, 1278, 0.419, i, 1.0%, 1015
- COC(=O)c1cn[nH]c1N
 : -0.158, 3.1%, -1.2, -1.16, 3.3, 0.313, 16.9, i, 5.0, -0.47, 4.3, 3.5, 17.1, 1234, 0.146, i, 5.2%, 1078
- COc1ccc(/C=C2\SC(=S)NC2=O)cc1OS(=O)(=O)c1ccc(NC(C)=O)cc1
 : -0.346, -22.4%, 0.6, 0.2, 2.4, 0.842, 14.4, i, 4.2, -0.638, -0.5, 4.0, -2.8, 1211, -0.271, i, -29.6%, 1008
- COc1ccc(-n2cc(CNCCN3CCOC3=O)c(-c3ccccc3Cl)n2)cc1
 : -0.148, ., 0.5, 0.1, ., -1.07, ., ., ., 0.571, ., ., ., 987, 0.3, i, ., 1270
- C=CCN1C(=O)C(O)(CC(=O)c2ccc(Cl)cc2)c2ccccc21 (stereo unspecified)
 : -0.247, 5.5%, -0.9, 0.07, 1.7, 0.97, 3.2, i, 9.3, -1.26, -3.4, 2.1, 16.8, 991, -0.654, i, 8.1%, 1186
- COc1ccc(NC(=S)NCCCN2CCOCC2)cc1
 : -0.169, ., 0.8, -0.09, ., -0.993, ., ., ., 1.22, ., ., ., 1118, 0.635, i, ., 1334
- COC(=O)Cn1cc(/C=N/NC(=O)c2ccc(C#N)cc2F)c2ccccc21
 : -0.215, 8.4%, 1.5, -0.31, 1.6, 1.18, -0.2, i, 6.7, -0.33, 8.5, 3.4, 5.6, 1468, 0.372, i, 11.3%, 1448
- Cc1c(NC(=O)C2CCCN2S(=O)(=O)c2ccc(Cl)cc2)c(=O)n(-c2ccccc2)n1C (stereo unspecified)
 : -0.37, -4.7%, 1.8, -1.07, 2.0, 0.816, -0.9, i, 13.0, 0.114, 7.0, 4.0, -14.8, 1023, -0.0835, i, -1.6%, 1095
- CC(C)NC(=O)C12CC3CC(C1)CC(C(=O)NC(C)C)(C3)C2
 : -0.182, 7.1%, 3.1, 0.56, 1.8, 0.327, 2.6, i, 2.4, -0.14, 20.7, 8.6, 11.5, 1571, 0.385, i, 6.8%, 938
- O=C(NCCOC(=O)c1ccc(C(=O)OCCNC(=O)c2cccnc2)s1)c1cccnc1
 : -0.23, -9.1%, 3.2, -0.2, 2.0, 1.09, 8.3, i, 4.1, 0.115, 2.2, 3.6, -8.3, 1536, -0.759, i, -10.1%, 1227
- COc1ccc(NS(=O)(=O)c2cc(C)ccc2OC)cc1OC
 : -0.221, 17.3%, 0.1, -0.78, 2.4, 0.316, 5.2, i, 22.3, -0.217, -0.5, 1.6, -2.0, 1267, 0.0144, i, 7.1%, 1075
- Cc1ccc(S(=O)(=O)/C(=C\N(C)C)c2cnc(Cl)s2)cc1
 : -0.249, 6.7%, 1.4, 0.52, 2.9, 0.197, -11.4, i, 5.7, -0.526, -39.6, 4.1, -2.0, 1461, -0.149, i, -0.7%, 883
- CCCOc1ccc(S(=O)(=O)N2C(=O)CC(=O)N(Cc3ccc(OCC)cc3)C2=O)cc1
 : -0.256, ., 0.5, -0.16, ., -0.248, ., ., ., 0.856, ., ., ., 1323, 0.293, i, ., 1316
- O=C(ON=C1CCN(S(=O)(=O)c2ccccc2)CC1)c1ccccc1
 : -0.174, 6.6%, ., ., 2.2, -1.09, 3.8, i, 10.6, 1.63, 16.6, 0.8, 7.6, ., 0.474, i, 6.0%, .
- COc1ccc(N(CC(=O)O)S(=O)(=O)c2c(C)n[nH]c2C)cc1
 : -0.257, -5.4%, -1.4, ., 2.7, 0.293, ., i, 8.4, -0.258, 0.6, 2.7, ., ., -0.144, i, -10.8%, 1030
- COc1ccc(OC)c(C(=O)CSc2nnc(Cc3cccs3)n2C)c1
 : -0.206, 4.0%, ., 1.19, 2.4, -0.209, 14.5, i, 9.1, -1.21, -8.2, 2.4, -5.7, 1293, -0.357, i, -7.0%, .
- NS(=O)(=O)c1ccc(CCNC(=O)CNS(=O)(=O)c2cccc(Br)c2)cc1
 : -0.321, 5.3%, 0.6, 0.93, 2.5, 0.436, 10.4, i, 8.8, 1.12, -6.2, 3.0, -9.2, 1642, 0.991, i, 8.6%, 880
- CC(=O)N1c2ccccc2NC2=C(C(=O)CCC2)C1c1cccnc1 (stereo unspecified)
 : -0.248, 3.8%, -0.7, 1.2, 2.0, 1.28, 8.8, i, 4.1, -0.65, 14.8, 5.9, -8.0, 1322, 0.0216, i, 6.7%, 1139
- CC(C)Cn1c(-c2ccc(Cl)cc2)cnc1SCC(=O)N1CCOCC1
 : -0.36, -5.5%, -1.4, -1.23, 2.2, 0.39, 17.8, i, 14.0, 0.0298, 5.8, 2.6, 8.9, 1614, 0.00751, i, 4.3%, 1371
- CCC(=O)Nc1cccc(-n2nnnc2SCC(=O)N2CCCCC2)c1
 : -0.106, -4.2%, 0.5, -0.2, 1.7, -1.76, 3.5, i, 4.2, 1.61, 17.7, 1.2, 2.6, 1517, 0.876, i, -8.8%, 1469
- CCOc1ccc(NC(=S)Nc2cccnc2)cc1
 : -0.324, 27.8%, -1.1, 0.72, 3.2, 1.12, 19.0, i, 6.8, -0.319, 19.6, 4.4, 8.6, 1124, 0.217, i, 17.6%, 1073
- O=C(NCc1cccnc1)c1ccc(S(=O)(=O)N2CCOCC2)cc1
 : -0.0873, 3.7%, -4.0, 0.71, 1.0, -0.126, -10.7, i, 0.1, -0.456, 7.8, 2.7, -10.8, 1329, -0.0615, i, 1.8%, 884
- c1ccc(CSc2ncnc3c2sc2nc(N4CCOCC4)c4c(c23)CCCC4)cc1
 : -0.196, 9.9%, -0.2, -0.11, 1.9, 1.12, 6.1, i, 8.4, -0.653, -6.2, 1.9, -1.6, 1555, -0.382, i, 4.5%, 1300
- CC(C)CCNC(=O)c1ccc(C2SCC(=O)N2Cc2ccco2)cc1 (stereo unspecified)
 : -0.107, 1.2%, -2.6, ., 1.9, 0.43, -6.2, i, 3.1, -1.23, -11.5, 3.6, -8.6, ., -0.586, i, -3.0%, 576
- Cc1ccc(N(CC(=O)NCCc2ccc(F)cc2)S(=O)(=O)c2ccc(Cl)c([N+](=O)[O-])c2)c(C)c1
 : 0.255, 11.1%, -0.7, -0.73, 12.0, -0.362, 6.7, i, 93.4, -2.94, 10.1, 39.5, 17.9, 1056, -1.7, i, 7.9%, 967
- Cc1ccc(NCC(=O)N=Nc2c(O)n(C)c3ccccc23)cc1
 : -0.121, -2.3%, -0.8, 0.13, 0.9, -1.59, 2.5, i, 1.4, 2.1, -6.9, 2.2, 16.9, 1442, 1.64, i, -2.1%, 1045
- COc1ccc(/C(O)=C2/C(=O)C(=O)N(CCN(C)C)C2c2ccccn2)cc1OC (stereo unspecified)
 : 0.168, -47.7%, -0.9, 0.32, 0.9, 0.649, 22.7, i, 10.1, -0.305, -1.8, 0.8, 15.2, 868, 0.184, ., -86.1%, 1095
- CN(Cc1ccccc1)c1nc2c(c(=O)[nH]c(=O)n2C)n1CCSc1nc2ccccc2[nH]1
 : -0.214, 1.4%, -2.4, -0.8, 2.1, -0.127, 15.8, i, 10.3, 1.04, 12.2, 1.9, -0.8, 1219, 0.444, i, 1.4%, 914
